Source: PubChem BioAssay (several laboratories)
Avidin fluor = green autofluorescence of compounds with avidin beads – biophysical, 488/530 nm, flow cytometry, artefact control, profiling panel; 220,000 tested, 0.38% active; compound fluorescence 488/530 nm; active compounds read high; fluorescence (KMESF) at 10 µM; in the data active means fluorescence above about 47; further: inactives centre near 10
Cdc42 wt = modulators of GTP binding to wildtype Cdc42, primary screen, biochemical, multiplex bead flow cytometry, Bodipy-GTP. Cell division control protein 42 homolog (Homo sapiens), P60953. 190,000 tested, 0.2% active. percent activity (GTP binding), % at 10 µM. GST-Cdc42 beads; actives lie on both sides;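 active means percent activity GTP binding at least 20 points away from the 100% baseline, either down as inhibitor or up as activator; inconclusive means compound flagged as likely green fluorescent from well-wide comparison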;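 further: median bead fluorescence of bound Bodipy-FL-GTP at 100 nM; 0% = excess unlabeled GTP control and 100% = no compound control; below 100% means less GTP binding so inhibitor and above means activator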
Target sequence (P60953 whole entry, looked up): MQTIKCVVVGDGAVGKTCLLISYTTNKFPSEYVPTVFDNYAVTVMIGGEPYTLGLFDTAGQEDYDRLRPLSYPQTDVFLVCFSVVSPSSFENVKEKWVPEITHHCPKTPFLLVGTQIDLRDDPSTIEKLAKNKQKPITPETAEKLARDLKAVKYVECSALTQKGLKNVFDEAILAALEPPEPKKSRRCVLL
Mcl1-Bid inh = Mcl-1/Bid binding inhibitors, primary screen, biochemical, TR-FRET, 1536-well; inhibition, % at 21.7 µM; 220,000 tested, 0.97% active; TR-FRET Mcl-1/Bid-Dy647 peptide binding; Induced myeloid leukemia cell differentiation protein Mcl-1 (Homo sapiens), Q07820;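 active means compounds that cut the binding signal by more than half at the single screening dose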;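 further: His-tagged Mcl-1 with europium anti-His antibody binding Bid BH3 peptide; 0% = Mcl-1 plus peptide wells and 100% = peptide-only wells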
Target sequence (Q07820 whole entry, looked up): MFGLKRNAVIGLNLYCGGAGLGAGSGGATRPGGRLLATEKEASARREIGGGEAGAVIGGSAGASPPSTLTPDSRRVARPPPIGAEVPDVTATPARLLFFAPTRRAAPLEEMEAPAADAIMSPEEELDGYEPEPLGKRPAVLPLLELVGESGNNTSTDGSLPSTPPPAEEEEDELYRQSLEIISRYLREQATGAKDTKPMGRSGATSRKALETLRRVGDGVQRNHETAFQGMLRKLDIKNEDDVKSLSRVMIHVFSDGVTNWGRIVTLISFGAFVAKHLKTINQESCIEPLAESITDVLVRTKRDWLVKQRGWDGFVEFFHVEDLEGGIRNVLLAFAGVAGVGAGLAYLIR
HRas wt GTP = modulators of GTP binding to HRas wildtype, primary screen, biochemical, bead-based flow cytometry, multiplex; GTPase HRas (Homo sapiens), P01112; GST-Ras wt beads, Bodipy-FL-GTP binding; actives lie on both sides; GTP binding activity, % at 10 µM; 190,000 tested, 0.14% active; AID 759, 2007;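 active means GTP binding activity at least 20% away from the 100% baseline, either lowered as inhibitor or raised as activator; inconclusive means flagged as likely green fluorescent, judged across all proteins in the well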;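 further: 0% = unlabeled GTP competition control and 100% = no-compound control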
Target sequence (P01112 whole entry, looked up): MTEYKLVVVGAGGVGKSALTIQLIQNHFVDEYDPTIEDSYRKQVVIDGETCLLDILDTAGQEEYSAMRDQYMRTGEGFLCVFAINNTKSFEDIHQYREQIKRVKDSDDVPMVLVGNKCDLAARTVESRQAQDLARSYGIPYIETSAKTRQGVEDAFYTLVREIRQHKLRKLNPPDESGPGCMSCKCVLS
Rac1 wt modul = wildtype Rac1 GTP binding modulators, primary screen, biochemical, GST-Rac1 beads, flow cytometry, multiplex; Ras-related C3 botulinum toxin substrate 1 (Homo sapiens), P63000; fluorescent GTP binding; actives lie on both sides; 0 = cold GTP competed, 100 = untreated; GTP binding activity (% of control), % at 10 µM; 190,000 tested, 0.27% active; AID 757, 2007;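 active means GTP binding activity at least 20 points away from the 100% control level, either lower or higher; inconclusive means compound flagged as likely green fluorescent, judged across all proteins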
Pf gamet viab = late stage P. falciparum gametocyte viability inhibitors, primary screen, ATP luminescence, HTS; P. falciparum stage V gametocytes, 24 h; 150,000 tested, 0.065% active; inhibition, % at 10.9 µM; AID 743093, 2013;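 active means inhibition above the mean plus 3 SD of compounds within the control limits, set per campaign, cut at about 38% in these data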;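 further: 0% = DMSO wells and 100% = medium only without gametocytes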
Mcl1 Noxa PPI = Mcl-1/Noxa binding inhibitors, primary screen, biochemical, TR-FRET, 1536-well; Induced myeloid leukemia cell differentiation protein Mcl-1 (Homo sapiens), Q07820; TR-FRET Mcl-1/Noxa peptide binding, 2 h; inhibition, % at 21.7 µM; 220,000 tested, 1.5% active; AID 1022, 2008;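 active means compounds that cut the protein-peptide binding signal by more than 50% relative to plate controls in a single-dose test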;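 further: His-tagged Mcl-1 with rhodamine Noxa BH3 peptide and terbium anti-His antibody; 0% = Mcl-1 plus Noxa peptide wells and 100% = peptide-only wells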
Rac1 mut GTP = GTP binding modulators of activated mutant Rac1, primary screen, biochemical, bead-based flow cytometry, multiplex, fluorescent GTP | percent activity (GTP binding), % at 10 µM | 190,000 tested, 0.11% active | AID 764, 2007 | GST-Rac1 activated beads; actives lie on both sides; 100% means binding = to untreated wells | Ras-related C3 botulinum toxin substrate 1 (Homo sapiens), P63000;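 active means GTP binding at least 20 percentage points away from the 100% baseline, in either direction, so actives lie on both sides; inconclusive means Compound likely fluorescent itself, or too few beads counted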
Rab7 wt GTP bind = modulators of GTP binding to Rab7, primary screen, biochemical, wildtype, multiplex bead flow cytometry; Rab7 GTPase wild type (dog), Bodipy-FL-GTP binding; GST-Rab7 beads, fluorescent GTP binding; actives lie on both sides; untreated = 100%, excess cold GTP = 0%; GTP binding activity (percent of control), % at 10 µM; 190,000 tested, 0.055% active; AID 758, 2007;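 active means fluorescent GTP binding to Rab7 beads changed by at least 20 points from the 100% baseline, either direction, mostly lower; inconclusive means compound itself probably fluorescent, or too few beads counted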;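 further: median green fluorescence of bound Bodipy-FL-GTP per Rab7 bead population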
Rab2 wt GTP = modulators of GTP binding to Rab2A wildtype, primary screen, biochemical, dog, bead-based flow cytometry, multiplex; GST-Rab2 wt beads, Bodipy-GTP binding; GTP binding activity, % at 10 µM; 190,000 tested, 0.19% active; AID 760, 2007;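 active means GTP binding activity at least 20 points away from 100%, either lowered or raised; inconclusive means signal likely due to the compound's own green fluorescence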;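 further: 0% = beads with excess unlabeled GTP and 100% = no-compound control corrected for plate trend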
GSH fluor = compound fluorescence on glutathione beads, profiling panel, artefact control, biophysical, 488/530 nm, flow cytometry. GSH beads flow cytometry, compound fluorescence 488/530 nm; active compounds read high. fluorescence (KMESF) at 10 µM. 190,000 tested, 0.25% active. AID 1776, 2009; in the data active means fluorescence above about 89;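 further: glutathione beads carrying GST-tagged Bcl family fusion proteins plus one bare bead set; values are compound well signal with DMSO vehicle wells as background; inactives centre near 16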
* hit, by the source's call; u = inconclusive; x = no result given.

SMILES	Avidin fluor	Cdc42 wt	Mcl1-Bid inh	HRas wt GTP	Rac1 wt modul	Pf gamet viab	Mcl1 Noxa PPI	Rac1 mut GTP	Rab7 wt GTP bind	Rab2 wt GTP	GSH fluor
COc1ccc(C(CNC(=O)c2ccc(S(=O)(=O)N(C)C)cc2)N2CCCCC2)cc1 (stereo not given)	9	97.0	-30.3	94.0	93.0	2.6	7.6	93.0	95.0	92.0	26
CC/C(=N/Nc1cccc(C)c1)c1cnnc(SC)n1	5	101.0	-5.1	104.0	106.0	3.2	19.2	103.0	104.0	101.0	13
CCOC(=O)Nc1ccc2c(c1)OCO2	39	109.0	-23.4	105.0	106.0	x	-16.5	102.0	108.0	106.0	20
Cc1ccc(C(=O)NNC(=O)c2ccco2)cc1	6	97.0	-7.7	102.0	105.0	-2.3	10.1	96.0	101.0	100.0	13
Cc1cc(C)c2c(=O)[nH]c(SCC(=O)c3ccc(C)c(C)c3)nc2n1	21	91.0	-20.4	96.0	94.0	x	-41.0	91.0	99.0	94.0	15
Cc1nnc(NC(=O)CSc2nc(C3CCCCC3)nc3ccccc23)s1	11	96.0	-9.7	97.0	96.0	21.1	11.7	90.0	98.0	96.0	33
CCCOc1c(OC)cccc1C1CC(=O)Nc2cc3c(cc21)OCCO3 (stereo not given)	11	101.0	-1.9	100.0	99.0	-15.0	4.5	96.0	104.0	102.0	19
COc1ccc(/C=C/C(=O)N2CCN(S(=O)(=O)/C=C/c3ccccc3)CC2)cc1OC	10	103.0	-1.6	103.0	105.0	x	13.3	102.0	100.0	101.0	9
COc1ccc2cc(Br)ccc2c1CC(=O)NCC1CCCO1 (stereo not given)	9	97.0	-21.5	98.0	100.0	-24.2	9.0	97.0	99.0	97.0	10
CCCOc1ccc(OCCSc2ncccn2)cc1	7	95.0	-4.0	94.0	91.0	x	19.2	91.0	96.0	92.0	54
CC(NC(=O)c1ccco1)C(c1cccs1)N1CCOCC1 (stereo not given)	6	99.0	-24.4	98.0	102.0	x	13.9	98.0	96.0	98.0	26
Cc1cc(SCC(=O)Nc2ccccc2C)nc(C)n1	33	101.0	-17.3	98.0	102.0	-4.9	-1.8	98.0	99.0	99.0	16
O=[N+]([O-])c1cccc(S(=O)(=O)NCCCN2CCOCC2)c1	1	102.0	-7.8	98.0	107.0	x	-2.6	99.0	102.0	99.0	9
COC(=O)c1c(C)c(C)nc(N)c1C#N	30	101.0	3.0	99.0	101.0	13.9	2.2	99.0	97.0	99.0	23
CCCNC(=O)N1CCC(C(=O)c2ccc(F)cc2)CC1	38	107.0	-2.0	104.0	108.0	x	8.8	103.0	105.0	103.0	11
CN(Cc1ccccc1)C(=O)COC(=O)c1cc(Cl)nc(Cl)c1	22	94.0	4.9	99.0	96.0	7.0	11.5	96.0	104.0	98.0	21
CCOC(=O)c1sc2nc(C(C)C)c3c(c2c1N)CCC3	14	101.0	-45.5	100.0	100.0	-15.6	4.2	98.0	101.0	99.0	16
CCOC(=O)c1ccc(N2C(=O)C(CC(N)=O)N(CCc3ccc(OC)c(OC)c3)C2=S)cc1 (stereo not given)	8	94.0	-0.1	95.0	94.0	7.0	18.1	94.0	95.0	95.0	17
CC1=CC(C)(C)n2c(O)c(N=N)c3cc(C)cc1c32	8	101.0	-12.8	99.0	104.0	7.0	2.0	99.0	98.0	98.0	17
Cc1occc1C(=O)Nc1nnc(C2CCCCC2)s1	36	103.0	2.1	99.0	110.0	-0.1	-0.1	98.0	98.0	100.0	27
O=C(CNC(=O)c1cccs1)NCC(=O)OCc1cccc(Cl)c1	8	106.0	-16.8	103.0	100.0	x	2.9	100.0	96.0	102.0	18
Cc1c(C(=O)N(C)C)sc2nc(-c3ccccn3)[nH]c(=O)c12	6	103.0	-31.0	99.0	102.0	2.9	-22.9	100.0	98.0	99.0	16
CC(=O)NS(=O)(=O)c1ccc(NC(=O)/C=C/c2ccc(C)o2)cc1	6	93.0	-40.1	94.0	98.0	x	49.3	95.0	96.0	93.0	11
CC(=O)NC(=S)Nc1ccccc1F	10	u	-39.1	u	u	-11.1	-19.8	u	u	u	19
COc1cccc(Cn2c(=O)c3ccccc3n3nc(C)cc23)c1	7	91.0	-14.1	92.0	92.0	2.8	6.0	92.0	95.0	95.0	18
New compounds follow
SMILES	Avidin fluor	Cdc42 wt	Mcl1-Bid inh	HRas wt GTP	Rac1 wt modul	Pf gamet viab	Mcl1 Noxa PPI	Rac1 mut GTP	Rab7 wt GTP bind	Rab2 wt GTP	GSH fluor
CC1CC(C)CN(c2ccc(C(=O)OCC(=O)NC3CCCc4ccccc43)cc2[N+](=O)[O-])C1 (stereo not given)	14	97.0	0.8	99.0	99.0	-22.0	4.4	95.0	105.0	100.0	37
O=C(COc1ccc(CO)cc1)Nc1ccc(F)cc1	13	102.0	-24.8	101.0	105.0	x	-12.3	100.0	99.0	99.0	25
Cc1cc(C(=O)CSc2nnnn2C)c(C)n1-c1cccc(F)c1	3	100.0	-78.8	102.0	100.0	x	-14.5	97.0	100.0	100.0	14
COc1ccc(C2C(=O)N(CCc3ccccc3)CC(=O)N2C2CCCCC2)cc1 (stereo not given)	14	103.0	-7.4	101.0	103.0	-1.2	-6.6	97.0	100.0	101.0	13
CN(C)S(=O)(=O)c1cccc(NC(=O)COC(=O)CCc2nc3ccccc3s2)c1	8	100.0	-22.1	98.0	102.0	-16.9	13.3	99.0	99.0	100.0	13
O=C(O)CC(NC(=O)CCC1CCCCC1)c1cc([N+](=O)[O-])ccc1Cl (stereo not given)	6	94.0	-11.6	96.0	98.0	-17.9	4.0	91.0	95.0	93.0	12
O=C(O)CCCCCN1C(=O)c2ccc(C(=O)O)cc2C1=O	5	97.0	-38.7	98.0	100.0	-6.5	8.5	97.0	98.0	96.0	5
Cc1ccc(-n2nnc3c(=O)n(Cc4cc(C)ccc4C)cnc32)cc1	6	100.0	-5.8	99.0	98.0	x	6.0	98.0	98.0	98.0	24
Cc1ccc(-c2cc(C(=O)NCCCN3CCOCC3)no2)cc1	6	103.0	23.4	101.0	105.0	x	16.0	100.0	95.0	102.0	46
O=C(c1cn(-c2ccccc2)nc1-c1cccs1)N1CCOCC1	10	106.0	-8.6	106.0	102.0	19.2	-6.3	99.0	100.0	106.0	18
CCN(c1ccccc1)S(=O)(=O)c1ccc(C(=O)Nc2nccs2)cc1	6	103.0	-35.9	101.0	103.0	x	10.0	98.0	99.0	100.0	50
Cc1cccc(N2CCN(C(=O)CN3CCOc4ccccc43)CC2C)c1 (stereo not given)	8	107.0	3.2	102.0	111.0	x	38.3	102.0	100.0	103.0	21
Cc1cc(NC(=O)c2ccc(C)s2)n(-c2ccccc2)n1	13	101.0	2.0	101.0	102.0	x	10.9	98.0	97.0	100.0	24
CC(C)CNS(=O)(=O)c1ccc(OCC(=O)Nc2ccc3c(c2)OCCO3)cc1	11	101.0	6.0	99.0	105.0	2.3	21.8	99.0	98.0	99.0	20
O=C(CSc1ncn[nH]1)NC12CC3CC(CC(C3)C1)C2	7	100.0	-15.8	102.0	98.0	x	0.1	98.0	100.0	100.0	19
C=CCn1c(SCc2cccc(C#N)c2)nnc1-c1ccccc1O	6	95.0	-21.9	95.0	95.0	x	6.0	95.0	94.0	96.0	17
CCC(=O)Nc1cccc(C(=O)/C=C/c2cc(Br)ccc2OC)c1	7	100.0	11.5	97.0	100.0	x	15.4	97.0	94.0	97.0	5
O=C(NCc1cccc(Cl)c1)c1cccc(C(F)(F)F)c1	12	100.0	-10.9	101.0	108.0	x	5.3	100.0	103.0	101.0	30
CCn1c(N2CCN(C(=O)Nc3ccc(F)cc3)CC2)nc2ccccc21	35	94.0	-7.6	96.0	93.0	x	5.5	92.0	96.0	93.0	14
COC(=O)c1sccc1-n1cccc1C(=O)C(=O)N1CCOCC1	8	96.0	-8.0	97.0	95.0	x	5.6	96.0	95.0	98.0	20
O=C(Nc1ccccc1-c1nc2ccccc2s1)c1cccnc1	11	96.0	-59.8	97.0	97.0	-3.3	22.7	97.0	101.0	95.0	8
CCC(=O)Nc1nc2ccccc2n1Cc1ccc(Cl)cc1	10	99.0	-13.7	97.0	99.0	-6.3	-6.0	96.0	97.0	95.0	11
CCOC(=O)c1cc(-c2ccc(Cl)cc2)nc2onc(C)c12	18	99.0	8.4	101.0	100.0	x	14.5	100.0	97.0	99.0	25
CCOc1ccccc1N1CCN(C(=S)NCc2ccccc2)CC1	17	96.0	-25.3	93.0	94.0	x	8.8	95.0	89.0	94.0	11
Cc1ccc(-c2nc3c(cnn3-c3ccccc3)c(=O)o2)cc1	10	100.0	2.4	100.0	102.0	x	-0.1	99.0	102.0	103.0	35
